NOD2 inhibition – NOD2 signaling inhibitors, cell-based, luminescence, uHTS, HEK293 (AID 1566) | HEK293 NOD2/NF-kB luciferase reporter, luminescence; higher % means a stronger effect | inhibition, % at 4 µM, or EC50 in µM where a hit was titrated | 290,000 tested, 0.63% active; note: many of its hits are not listed in these tables
KOR beta-arrestin-1 – KOR antagonists, beta-arrestin recruitment, cell-based, luminescence, uHTS (AID 1778) | KOR beta-arrestin recruitment, luminescence, antagonist mode; higher % means a stronger effect | inhibition, % at 10 µM; hits with a dose series show IC50 in µM | 290,000 tested, 0.091% active; note: strong numbers were not always called active
HIV fusion peptide – inhibitors of HIV fusion peptide binding, primary screen, biochemical, uHTS, fluorescence dequenching (AID 1986); cell-free peptide binding, fluorescence dequenching, 30 min; higher % means a stronger effect; one-dose inhibition, % at 20 µM; IC50 in µM for titrated hits; 290,000 tested, 0.3% active; in the data active = inhibition mostly above about 52%, no sharp cut-off; inactive = mostly below about 76%; note: some results filed as inactive read as strong as hits
NOD1 inhibition – NOD1 signaling inhibitors, primary screen, cell-based, luminescence, uHTS (AID 1578) | inhibition, % at 4 µM, or EC50 in µM where a hit was titrated | 290,000 tested, 1% active | NOD1-driven NF-kB luciferase reporter cells, luminescence; higher % means a stronger effect; in the data active = inhibition mostly above about 36%, no sharp cut-off; inactive = mostly below about 34%;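 note: HEK-293T reporter cells stimulated with the NOD1 agonist gamma-tri-DAP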
LYP phosphatase – inhibitors of LYP phosphatase, biochemical, fluorescence intensity, uHTS (AID 1779). recombinant LYP phosphatase, fluorescence intensity; higher % means a stronger effect. inhibition, % at 11.5 µM; hits with a dose series show IC50 in µM. 290,000 tested, 0.054% active;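 note: plate controls were vehicle with enzyme for no effect and no enzyme for full effect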
Salmonella PhoP GFP – inhibitors of PhoP regulon expression, primary screen, Salmonella Typhimurium, GFP reporter (AID 1863); inhibition, % at 50 µM; hits with a dose series show IC50 in µM; S. Typhimurium PhoP-regulated promoter GFP reporter, 4 h; higher % means a stronger effect; 300,000 tested, 0.16% active;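 active = inhibition over 29.93%, a cutoff 3 SD above the screen mean, later confirmed by dose response; inconclusive = inhibition over 29.93% but no dose response follow-up; inactive = inhibition at most 29.93% or unconfirmed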;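 note: 0% = low Mg2+ inducing control and 100% = high Mg2+ repressing control; strong numbers were not always called active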
Siah-1 displacement – Siah-1 peptide-binding antagonists, primary screen, biochemical, fluorescence polarization, rhodamine-plectin, uHTS (AID 1817); one-dose displacement, % at 20 µM; IC50 in µM for titrated hits; 290,000 tested, 0.02% active; E3 ubiquitin-protein ligase SIAH1 (Homo sapiens); Siah-1 / rhodamine-plectin peptide fluorescence polarization; higher % means a stronger effect;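 active = displacement of at least 50% at 20 µM, with a fluorescence ratio check between 0.3 and a set limit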;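 note: plate controls were Siah plus tracer with DMSO for no effect and tracer alone without Siah for full effect; strong numbers were not always called active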
Myeloid diff MLP – induction of myeloid progenitor differentiation, primary screen, cell-based, flow cytometry, MLPCN library. ER-HoxA9 myeloid progenitors, lysozyme-GFP differentiation. 360,000 tested, 1% active. calls only at 10 µM;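 active = normalized GFP-positive differentiation at or above the plate's own cutoff, the solvent-only control mean plus 3 SD; inconclusive = no clear call, values can overlap the other calls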;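 note: cells exposed to compound for four days before flow analysis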
KOR beta-arrestin-2 – KOR agonists, beta-arrestin recruitment, primary screen, cell-based, luminescence, uHTS (AID 1777); Kappa-type opioid receptor (Homo sapiens); KOR beta-arrestin recruitment, luminescence; higher % means a stronger effect; activation, % at 10 µM, or EC50 in µM where a hit was titrated; 280,000 tested, 0.02% active; in the data active = activation above about 50%, passing the limit was not always enough; note: a part of the inactive calls stands beside numbers as strong as those of hits
Myeloid diff MLP GFP+ MAC1+ % – second read-out of Myeloid diff MLP, no call of its own (marks repeat the call); GFP+ MAC1+ double positive, %; measured here: differentiation confirmed by MAC1 staining
Starred values were filed as active, the others as inactive; i = inactive; ? = inconclusive; . = not tested or not shown; + = active, no number; & = joins results of further samples; [ ] = dose if it differs, or a comment. Cut-off read from the data, not from the text of the source, unless noted: active = inhibition above about 50%; inactive = the rest. An excerpt; rates above refer to the full screens.

Fields – Salmonella PhoP GFP	Myeloid diff MLP	HIV fusion peptide	NOD2 inhibition	NOD1 inhibition	Myeloid diff MLP GFP+ MAC1+ %	LYP phosphatase	KOR beta-arrestin-1	Siah-1 displacement	KOR beta-arrestin-2
[1] CCc1nnc(NS(=O)(=O)c2ccc(NS(=O)(=O)c3ccccc3[N+](=O)[O-])cc2)s1
    2%	i	3.0%	-1%	-10%	0.2	-6%	-39%	-3%	1.5%
[2] COc1ccc(Cl)c(NC(=O)NCCN2CCN(c3ccccc3)CC2)c1
    -14%	i	1.2%	4%	-26%	1.0	2%	-9%	1%	14%
[3] CC1CCN(C(c2nnnn2CCc2ccccc2)C(C)C)CC1 (stereo not drawn)
    10%	i	-0.1%	-6%	12%	0.7	-10%	-19%[20 µM]	-4%	.
[4] CCc1ccccc1OCc1nc2ccc(S(=O)(=O)N3CCOCC3)cc2[nH]1
    -4%	i	1.9%	26%	2%	0.6	2%	21%	1%	-1.4%
[5] O=C(NCC1OCCCN1S(=O)(=O)c1cc(F)ccc1F)C(=O)NC1CCCCCC1 (stereo not drawn)
    2%	i	-1.8%	2%	-46%	0.3	-5%	-5%	9%	-4.3%
[6] O=C(NCCCCc1ccccc1)c1cccc([N+](=O)[O-])c1
    1%	i	0.7%	9%	-1%	0.3	-4%	-10%[20 µM]	0%	.
[7] COc1ccc2nc(-c3cccc(N)c3)[nH]c2c1
    -5%	i	-3.7%	-41%	7%	1.3	-8%	-7%	-12%	-4.7%
[8] CCOC(=O)Cc1csc(NC(=O)c2csc(C)c2)n1
    0%	i	0.3%	2%	-18%	1.1	2%	-13%	-2%	1.3%
[9] N#CCSc1nc2ccccc2c(=O)n1CCC(=O)NC1CCCCC1
    5%	i	-0.6%	14%	-27%	0.6	-10%	11%	-1%	-0.2%
[10] O=C(CC(NC(=O)C(F)(F)F)c1ccccc1)Nc1nnc(CCc2ccccc2)s1 (stereo not drawn)
    -2%	i	-2.4%	10%	1%	0.3	7%	26%	0%	-5.7%
[11] C=CCn1c(C)nnc1SCC(=O)Nc1nccs1
    3%	i	-0.9%	21%	-2%	0.0	-4%	-1%	-7%	-2.1%
[12] CCOc1ccc2nc(N3CCCC(C(=O)NCCCN4C(C)CCCC4C)C3)sc2c1 (stereo not drawn)
    -3%	i	2.1%	-19%	-33%	1.1	-2%	-46%	1%	4.0%
[13] Cc1ccccc1OCc1occc1C(=O)Nc1cccc(-n2cnnn2)c1
    1%	?	4.2%	-12%	17%	.	-9%	-29%	1%	-3.8%
[14] Cc1nn(-c2ccccc2)c(Cl)c1C(=O)Nc1c(C)n(C)n(-c2ccccc2)c1=O
    0%	i	-0.4%	11%	6%	6.6	-4%	-22%	-3%	3.6%
[15] O=C(NCc1ccncc1)c1ccc2nc(Cc3ccccc3F)oc2c1
    0%	i	-0.5%	29%	-3%	0.5	-4%	8%	-7%	1.5%
[16] C=CCN1C(=O)C2(NNc3ccccc3O2)c2ccccc21 (stereo not drawn)
    20%	i	-0.6%	-60%	4%	2.6	-4%	-9%	-3%	-1.3%
[17] Cc1ccc(S(=O)(=O)N2CCCC(C(=O)NCc3ccccc3F)C2)cc1 (stereo not drawn)
    1%	i	-0.1%	24%	-1%	0.7	-3%	1%	13%	0.0%
[18] Cc1cccc(C)c1NC(=O)CS(=O)CC(=O)NC1CCCc2ccccc21 (stereo not drawn)
    -1%	i	-0.3%	16%	-28%	1.1	-2%	-3%	12%	-4.0%
[19] Cc1nc2cc(C(F)(F)F)ccc2n1CCNc1nc(-c2ccc([N+](=O)[O-])c(Cl)c2)cs1
    3%	i	1.5%	9%	-18%	0.7	-2%	.	4%	.
[20] CC(C(=O)N1CCOCC1)N1c2cccc3cccc(c23)S1(=O)=O (stereo not drawn)
    5%	i	-1.2%	2%	-5%	2.2	-2%	-4%	0%	1.6%
[21] CC1CCC(NC(=O)CCNS(=O)(=O)c2ccc3c(c2)CCC(=O)N3)CC1 (stereo not drawn)
    13%	i	-0.1%	12%	-14%	2.6	-11%	-19%	-6%	-5.2%
[22] O=C(COc1ccc(Cl)cc1)NC1=NN(c2ccccc2)C(=O)C1
    -7%	i	31%	15%	-40%	0.2	3%	24%	9%	-1.1%
[23] CCOC(=O)CSc1nc2cc(C(=O)OC)ccc2c(=O)n1CCN1CCOCC1
    7%	i	3.8%	1%	-30%	1.1	-6%	-2%	2%	-0.4%
[24] CCCOc1ccc(S(=O)(=O)NNC(=O)c2cc3ccccc3o2)cc1
    -2%	i	1.0%	-3%	48%	0.5	1%	-14%	1%	3.1%
[25] Cc1ccc(-c2cc(C(=O)N/N=C/c3ccccc3O)n[nH]2)o1
    13%	?	0.4%	42%	-39%	.	-10%	-10%	5%	-3.2%
[26] Cn1cc(C(=O)NCCO)c(=O)c2ccccc21
    -5%	i	-1.8%	11%	-20%	0.6	3%	12%	4%	1.1%
[27] CC(C)CCOc1cccc(OCC(=O)NC2CCS(=O)(=O)C2)c1 (stereo not drawn)
    -9%	i	-1.2%	11%	-10%	0.7	-8%	17%	3%	-2.2%
[28] COc1ccc(-c2nn(-c3ccccc3)cc2C(=O)NCC2CCCO2)cc1 (stereo not drawn)
    3%	i	1.6%	13%	-18%	1.2	-8%	-15%	15%	-1.8%
[29] CC1CCCCN1C(=O)CSc1nc2ncccc2[nH]1 (stereo not drawn)
    -2%	i	0.2%	-1%	-13%	1.7	-10%	-2%	2%	-0.6%
[30] CCCOc1ccc(C(=O)NCc2cccnc2)cc1
    -8%	i	-1.0%	16%	-1%	1.9	-4%	10%	1%	-4.4%
[31] O=C(CCC(=O)Nc1cccc2ccccc12)N/N=C/c1ccco1
    5%	i	0.6%	16%	0%	0.4	-6%	-11%	-1%	8.4%
[32] Cc1ccccc1CN1CCCC(C(=O)Nc2ccccc2Oc2cccnc2)C1 (stereo not drawn)
    6%	i	0.3%	13%	-6%	1.2	-11%	-12%	-2%	0.0%
[33] CN1C(=O)SC(Nc2cccc3ccccc23)C1=O (stereo not drawn)
    -5%	i	-2.0%	-1%	-30%	0.8	-4%	0%	9%	-2.7%
[34] Cc1nc2nc(CSc3ccc(Cl)cc3)cc(=O)n2[nH]1
    -13%	i	6.2%	7%	-29%	0.7	0%	18%	4%	-3.8%
[35] CC[C@]1(c2ccccc2)C(=O)N(C(=O)OC)N1C(=O)OC
    .	i	0.3%	14%	40%	1.7	-9%	-34%[20 µM]	-5%	-4.7%
[36] CCCOc1cc(C)c(S(=O)(=O)n2ccc(C)n2)cc1C
    10%	i	1.0%	15%	-7%	0.4	4%	-9%	0%	4.5%
[37] Cc1cc(OCC(=O)NC2CC(C)(C)NC(C)(C)C2)c2c(C)cc(=O)oc2c1
    10%	i	-0.6%	-2%	28%	0.9	-10%	-10%	16%	3.6%
[38] COc1ccc(CNC(=O)Cc2c(C(=O)O)[nH]c3ccccc23)c(OC)c1
    -6%	+	0.9%	13%	-3%	9.4*	2%	22%	1%	-3.7%
[39] O=C(c1ccncc1)N1CCN(C(=O)c2ccncc2)CC1
    -3%	i	5.8%	6%	-25%	0.7	67%*	0%	2%	1.0%
[40] C=CCc1ccccc1Oc1cc(F)nc(N)n1
    -2%	i	-0.9%	16%	-15%	0.6	-11%	9%	2%	1.6%
[41] CCCCC(=O)O[C@H]1CC[C@H]2[C@@H]3CCc4cc(O)ccc4[C@H]3CC[C@]12C
    4%&-5%	i	0.5%	5%	-18%	1.9	9%	20%	8%	-4.0%
[42] CN(C)c1cc(Cl)c2nonc2c1N
    -8%	i	0.7%	16%	4%	0.3	-6%	-23%	54%	10%
[43] COc1ccc(/C=C2\SC(=Nc3ccccc3OC)NC2=O)cc1
    -4%	i	7.1%	-66%	3%	0.4	6%	-66%	0%	3.9%
[44] Cc1ccc(S(=O)(=O)NCC(=O)OCC(=O)c2c(N)n(C)c(=O)n(C)c2=O)cc1
    -4%	i	-0.4%	12%	-8%	0.1	-10%	18%	0%	-4.4%
[45] O=C(Oc1ccc(Cl)c2cccnc12)c1cccc([N+](=O)[O-])c1
    6%	i	-0.5%	14%	-7%	0.4	-2%	-3%	2%	2.7%
[46] Cc1ccc(NC(=O)c2cccc(S(=O)(=O)N(C)c3ccccc3)c2)cc1S(=O)(=O)N1CCOCC1
    -10%	i	-0.1%	14%	16%	1.1	5%	-35%	0%	10%
[47] CCSc1nnc(NC(=O)c2ccc(S(=O)(=O)N(C)C)cc2)s1
    -3%	i	1.2%	-17%	-19%	0.1	3%	-13%	1%	-2.5%
[48] CCN1CCN(C(=O)CN(c2ccc(F)c(Cl)c2)S(C)(=O)=O)CC1
    -6%	i	-1.0%	8%	-6%	0.3	-7%	-12%	0%	-3.1%
[49] COc1ccc2c3c([nH]c2c1)C1(NCC3)C(=O)Nc2ccccc21 (stereo not drawn)
    3%	i	-1.9%	-8%	-3%	0.4	0%	4%	-3%	0.1%
[50] CN(C(=O)CC1C(=O)NCCN1Cc1cccc(C(F)(F)F)c1)C1CCOCC1 (stereo not drawn)
    -9%	i	0.6%	-3%	-20%	0.9	-2%	4%	1%	-1.1%
[51] CC1(C)CC(=O)C2=C(C1)N(c1ccccc1)C(=O)CC2c1ccsc1 (stereo not drawn)
    -2%	i	-3.2%	-1%	-15%	2.4	0%	9%	1%	0.6%
[52] CC(C)(C)NC(=O)C(=O)NN=C1CCCCCC1
    -6%	i	-0.3%	-12%	-14%	0.3	-7%	-5%[20 µM]	9%	-1.5%
[53] CN(C)C(=S)Nn1c(-c2ccccc2)nc2ccccc2c1=O
    -1%	i	-1.4%	0%	-33%	0.2	-5%	-9%	5%	-1.1%
[54] COc1ccc(-c2cc(C(F)(F)F)nc(NC3CCCC3)n2)cc1OC
    11%	i	3.1%	3%	16%	0.4	0%	-1%	3%	0.1%
[55] Cc1ccc(/C=N/Nc2nc(N3CCCCC3)nc(N3CCCCC3)n2)o1
    0%	i	-1.1%	-57%	-41%	0.1	9%	-12%	2%	-2.6%
[56] O=C(NCc1ccccc1)c1ccc(F)c(S(=O)(=O)N2CCOCC2)c1
    5%	i	1.9%	15%	-29%	0.9	-1%	-26%	0%	6.5%

Compounds listed so far that have a thiophene ring, fused or not, in the order listed:
Fields – Salmonella PhoP GFP	Myeloid diff MLP	HIV fusion peptide	NOD2 inhibition	NOD1 inhibition	Myeloid diff MLP GFP+ MAC1+ %	LYP phosphatase	KOR beta-arrestin-1	Siah-1 displacement	KOR beta-arrestin-2
[8] CCOC(=O)Cc1csc(NC(=O)c2csc(C)c2)n1
    0%	i	0.3%	2%	-18%	1.1	2%	-13%	-2%	1.3%
[51] CC1(C)CC(=O)C2=C(C1)N(c1ccccc1)C(=O)CC2c1ccsc1 (stereo not drawn)
    -2%	i	-3.2%	-1%	-15%	2.4	0%	9%	1%	0.6%
